# Source: PubChem BioAssay (The Scripps Research Institute Molecular Screening Center)
# V1aR counter: counter-screen for oxytocin receptor agonists: human V1a receptor agonists. P37288. CHO-V1R cells, Fluo-8 calcium fluorescence, agonist mode; 0% DMSO, 100% 3 nM vasopressin. activation, % at 3 µM. 320,000 compounds, 0.25% hits. AID 2797;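 active = activation above the mean activation of all tested compounds plus 3 SD, per screening run, cut at about 20% in these data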;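 note: signal is peak over basal fluorescence ratio across a 100 second FLIPR read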
# Target sequence (P37288 whole entry, looked up): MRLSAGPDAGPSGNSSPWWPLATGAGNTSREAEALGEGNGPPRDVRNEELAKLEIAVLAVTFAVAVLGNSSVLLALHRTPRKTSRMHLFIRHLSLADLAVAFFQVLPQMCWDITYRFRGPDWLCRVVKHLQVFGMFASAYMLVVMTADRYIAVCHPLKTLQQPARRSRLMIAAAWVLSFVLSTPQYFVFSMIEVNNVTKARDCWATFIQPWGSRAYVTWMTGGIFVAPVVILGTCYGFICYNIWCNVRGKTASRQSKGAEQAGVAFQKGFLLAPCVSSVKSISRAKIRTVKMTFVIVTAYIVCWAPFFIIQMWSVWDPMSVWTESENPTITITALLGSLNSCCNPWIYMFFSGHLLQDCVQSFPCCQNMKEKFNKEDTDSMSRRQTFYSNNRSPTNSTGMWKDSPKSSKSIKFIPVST
# M1 ag parental: counter-screen for M1 agonists: effect in parental CHO-K1 cells | activation, % at 3 µM | Fluo-8 calcium fluorescence; scaled to maximal ATP response, vehicle zero | AID 602248 | 360,000 compounds, 0.48% hits; in the data active = activation above about 15%;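 note: untransfected CHO-K1 host cells lacking M1 receptor as counterscreen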
# TAAR1 ag: human TAAR1 agonism; Q96RJ0; CHO RD-HGA16 TAAR1, Fluo-8 calcium fluorescence; vehicle wells 0%, saturating PEA agonist 100%; activation, % at 3 µM; 360,000 compounds, 0.99% hits;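 active = activation above the mean activation of all test compounds in the run plus 3 SD, cut at about 38% in these data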
# Target sequence (Q96RJ0 whole entry, looked up): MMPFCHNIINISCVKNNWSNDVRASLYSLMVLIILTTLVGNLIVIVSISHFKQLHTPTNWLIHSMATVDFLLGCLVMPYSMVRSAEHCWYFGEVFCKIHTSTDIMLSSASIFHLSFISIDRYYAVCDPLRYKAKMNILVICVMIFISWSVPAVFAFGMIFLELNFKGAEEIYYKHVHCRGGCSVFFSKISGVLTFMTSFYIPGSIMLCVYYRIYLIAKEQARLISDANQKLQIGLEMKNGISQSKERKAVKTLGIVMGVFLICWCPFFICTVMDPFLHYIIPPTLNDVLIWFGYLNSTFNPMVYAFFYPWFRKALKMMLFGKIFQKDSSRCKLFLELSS
#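 Assay system – CHO-derived RD-HGA16 cells with stable Gα16 and human TAAR1 · Compound dosing – one-point dosing at 3 µM (nominal) · Incubation – 17-24 h seeding, 75 min 37 °C dye, 30 min RT · Measured by – kinetic Fluo-8 calcium fluorescence · Control set – DMSO vehicle as 0%, PEA at EC100 as 100% · Repeats – single well for each compound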
# CHRM1 agonist: agonists of human M1 muscarinic receptor; P11229; CHO-K1 hM1, Fluo-8 calcium fluorescence, agonist mode; 0% DMSO, 100% acetylcholine EC100; activation, % at 3 µM; 360,000 compounds, 0.33% hits; AID 588814;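 active = activation above the run's mean compound activation plus 3 SD, cut at about 16% in these data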;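 note: peak over basal fluorescence ratio within a 140 s kinetic read after compound addition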
# OXTR potentiate: human OXTR potentiation; CHO-OTR cells, Fluo-8 calcium fluorescence, potentiator mode; 0% = oxytocin EC15, 100% = EC100; activation, % at 3 µM; AID 2445; 320,000 compounds, 0.061% hits;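 active = activation above that plate's cutoff, the mean activation of tested compounds plus 3 SD, cut at about 6.6% in these data, passing the limit was not always enough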;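 note: 100% uses oxytocin at 75 nM as the full agonist control; some results filed as inactive read as strong as hits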
#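 test system = CHO-OTR cells, human receptor | compound = single-point 3.0 µM | schedule = 6 min compound pre-incubation at room temperature, 100 s kinetic read | signal = Fluo-8 no-wash calcium dye fluorescence, excitation 470-495 nm, emission 515-575 nm | repeats = single well per compound, singlicate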
# CHO-K1 Ca antag: nonselective inhibitor or artifact in parental CHO-K1 cells; inhibition, % at 3 µM; 360,000 compounds, 0.6% hits; ATP-induced calcium, Fluo-8 fluorescence;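 active = inhibition above a per-plate cutoff, the plate's mean sample inhibition plus 3 SD, cut at about 24% in these data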;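 note: 0% = DMSO plus EC80 ATP and 100% = DMSO alone without ATP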
# TAAR1 antag: human TAAR1 antagonism | CHO RD-HGA16 TAAR1, Fluo-8 calcium fluorescence, antagonist | Q96RJ0 | inhibition, % at 3 µM | 360,000 compounds, 1.5% hits;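 active = inhibition above a per-plate cutoff, the mean inhibition of test compounds on that plate plus 3 SD, cut at about 49% in these data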;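 note: 0% = DMSO plus EC80 beta-PEA response and 100% = DMSO alone without agonist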
#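 Test system – hTAAR1-expressing CHO RD-HGA16 cells, Gα16-coupled · Reagent – β-PEA at EC80 concentration, post-compound challenge · Compound dosing – 3 µM, single point · Timing – 140 s kinetic read after compound, 140 s after agonist · Detection – Fluo-8 intracellular calcium dye fluorescence, real-time kinetic reads · Control set – DMSO and EC80 PEA controls · Repeats – n of 1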
# CHO parental Ca: signal in parental CHO cells, OX1R antagonist counter-screen; inhibition, % at 5.6 µM; 330,000 compounds, 0.63% hits; parental CHO-K1, ATP-induced calcium, Fluo-8 fluorescence;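 active = inhibition above that plate's mean sample inhibition plus 3 SD, cut at about 26% in these data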;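 note: 0% = ATP-challenged DMSO wells and 100% = DMSO wells without ATP; some compounds past the cut are filed as inactive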
#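 Test system: untransfected parental CHO cell line. Compound: one dose, 5.6 µM nominal. Detection: intracellular calcium via Fluo-8 no-wash fluorescent dye. Measure: % inhibition. Benchmarks: ATP-challenged DMSO wells low, unchallenged DMSO wells high.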
# CHO-K1 Ca PAM: M1 PAM counterscreen hit in parental CHO-K1 cells; 360,000 compounds, 0.02% hits; activation, % at 3 µM; AID 602247; ATP EC20, Fluo-8 calcium fluorescence; 0% at ATP EC20, 100% at ATP max;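 active = activation above the run cutoff, the mean activation of all test compounds plus 3 SD, cut at about 40% in these data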;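 note: peak over basal fluorescence ratio in a 140 s read after ATP addition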
# * = called active by the depositor; . = no result given.
SMILES,V1aR counter,M1 ag parental,TAAR1 ag,CHRM1 agonist,OXTR potentiate,CHO-K1 Ca antag,TAAR1 antag,CHO parental Ca,CHO-K1 Ca PAM
CC12C(=O)N(c3cccc(OC(=O)c4ccco4)c3)C(=O)C1C1c3ccccc3C2c2ccccc21 (configuration not stated),3.6,1.3,7,-1,-10,3,12,-11,17
C[C@@]12C(=O)N(c3ccc(Cl)cc3)C(=O)N1[C@@H]1c3ccccc3OC[C@@H]1[C@H]2c1ccccc1,1.7,-0.5,1,0,-7,-7,34,-12,-13
COc1ccc(-c2nnc(SCC(=O)Nc3ncc(C(F)(F)F)cc3Cl)n2CC(C)C)cc1,-2.1,-0.1,2,-9,-3,-5,-10,-21,15
O=C(c1ccc2c(c1)OCO2)N1CCC2(CC1)Oc1ccc(Cl)cc1C(=O)C21CC(c2cccnc2)=NO1 (configuration not stated),0.3,0.8,8,-1,-7,-6,28,-13,17
CCCN(C(=O)COC(=O)CSc1ccc([N+](=O)[O-])cc1)C1CCS(=O)(=O)C1 (configuration not stated),0.4,1.4,17,0,3,-15,4,-2,15
CCN(CC)CCN1C(=O)C(O)=C(C(=O)c2cc3ccccc3o2)C1c1cccnc1 (configuration not stated),2.7,0.7,11,-4,0,-7,-17,-19,17
CC(=O)Nc1ccc(C(=O)NNC(=O)C2C3CCCCC32)cc1 (configuration not stated),1.7,0.0,0,10,2,-4,-11,0,-12
COc1ccc(NC(=O)CCC(=O)OCc2ccc([N+](=O)[O-])cc2)cc1,0.8,0.1,1,-3,-5,8,10,-4,-3
CCOC(=O)c1ccc(CN(Cc2ccccc2)S(=O)(=O)c2cccc([N+](=O)[O-])c2)cc1,2.5,-0.1,3,-6,-6,12,31,-22,5
CCc1ccc(S(=O)(=O)n2c(C)nc3ccccc32)cc1,0.4,0.3,8,-1,-11,3,6,5,0
Cc1ccc(C2=NNC(c3ccc(Cl)cc3)=Nc3ccccc32)o1,-0.1,-0.7,-3,-9,1,-16,11,-28,23
CCOc1ccc(NC(=O)CN(C)C(=O)c2sccc2-c2ccccc2)cc1OCC,.,2.3,6,1,.,11,34,.,-22
O=C(c1ccc(-c2ccc([N+](=O)[O-])cc2)o1)N1CCN(S(=O)(=O)c2cccs2)CC1,3.9,4.7,11,1,-8,-12,31,-10,9
COC(=O)c1cccc(N2CCCC2=O)c1,0.0,0.8,2,2,-3,-11,-39,-3,19
CCN1CCN(C(=O)CN(C)S(=O)(=O)c2ccc(OC)cc2)CC1,1.4,0.8,2,0,-12,-11,-5,-4,5
CC(=O)N1CCSc2ccc(S(=O)(=O)Nc3ccccc3C)cc21,7.7,8.1,9,0,-16,-11,-1,-2,1
CC(C)(C)c1nnc(N/N=C/c2ccccc2)n(N)c1=O,0.3,1.5,13,-2,-10,4,59*,-15,14
Cn1c(=O)n(C)c2cc(NS(=O)(=O)c3ccccc3[N+](=O)[O-])ccc21,2.9,2.2,1,0,-5,-5,-16,-8,3
Oc1oc(-c2ccc(Br)cc2)nc1/C=N/c1ccccn1,0.7,1.4,8,-6,-3,-9,-11,-1,7
CC1CN(C(=S)Nc2cccc(Cl)c2)CC(C)O1 (configuration not stated),-0.8,0.9,18,0,-21,-15,-11,-3,8

# Part of the list above, showing only TAAR1 ag.
SMILES	TAAR1 ag
C[C@@]12C(=O)N(c3ccc(Cl)cc3)C(=O)N1[C@@H]1c3ccccc3OC[C@@H]1[C@H]2c1ccccc1	1
COc1ccc(-c2nnc(SCC(=O)Nc3ncc(C(F)(F)F)cc3Cl)n2CC(C)C)cc1	2

# (next part)
SMILES,V1aR counter,M1 ag parental,TAAR1 ag,CHRM1 agonist,OXTR potentiate,CHO-K1 Ca antag,TAAR1 antag,CHO parental Ca,CHO-K1 Ca PAM
CN(Cc1c(F)cccc1Cl)C(=O)c1cc2ccccc2o1,-1.9,-0.2,13,-5,-2,-10,9,-8,4
C/C(=N\S(=O)(=O)c1ccc(C)cc1)Nc1cc(C(C)C)c(O)cc1C,0.9,1.0,9,-2,-6,8,3,5,7
Cc1ccc(SC(C)c2nc(-c3ccccc3)no2)cc1 (configuration not stated),0.8,0.9,1,-2,-14,-16,3,-7,22
CN(C)CCCNc1nc2cc(-c3ccccc3)sc2c(=O)n1C,.,0.0,0,-4,.,-5,-11,.,2
[O-][n+]1ccccc1/C=C/c1ccccc1,1.3,-0.3,1,-3,-12,-2,-2,-6,-10
COc1ccc(Oc2cccc(Cl)c2CNC(=O)CSCC(=O)O)cc1,1.1,2.1,1,-4,-11,-10,-20,-9,8
Cc1cccc(C)c1NC(=O)C1(NC(=O)c2cnccn2)CCCCC1,0.2,0.4,0,-2,-6,2,-12,-2,7
Cc1ccc(C(c2ccc(C)o2)c2cccc([N+](=O)[O-])c2O)o1,-1.3,-0.4,7,-4,-2,14,-2,-17,-3
Cc1ccc2[nH]c3c(=O)n(CCCN4CCOCC4)cnc3c2c1,0.0,0.8,2,-3,-12,-17,-10,0,21
Cn1c(=O)cc(SCC(=O)NCCC2=CCCCC2)c2ccc(Cl)cc21,0.2,0.4,1,-3,-3,-5,-24,-2,16
COc1ccccc1CN(C)C(=O)CN1C(=O)c2ccccc2C1=O,0.3,0.2,6,-3,-8,-7,7,-8,3
O=c1[nH]c(C2CCN(S(=O)(=O)/C=C/c3ccccc3)CC2)nc2c1nnn2Cc1ccccc1,0.4,0.4,3,-6,5,-11,-19,-16,25
COc1ccc(NC(=O)CSc2nc3[nH]ncc3c(=O)[nH]2)c(OC)c1,0.9,-0.5,1,-2,-3,12,-23,4,-16
Cn1cnnc1SC1c2cccc3cccc(c23)C1NS(=O)(=O)c1ccccc1 (configuration not stated),-0.5,0.0,1,-4,-7,-1,0,-23,5
CCOC(=O)N1CCN(C(=O)Nc2ccc(Cl)cc2)CC1,2.0,1.3,9,0,-6,12,-8,0,6
COC(=O)c1ccc2c(=O)n(NC(=O)C(c3ccccc3)c3ccccc3)c(=S)[nH]c2c1,0.3,0.7,10,1,-10,-16,1,2,22
CCOc1ccc(/C=N/NS(=O)(=O)c2ccc(C)cc2)cc1OC,.,0.7,-1,-4,.,4,-11,.,-5
O=C(/C=C/c1ccccc1)NCCN1CCOCC1,-0.3,-0.2,-3,-3,-5,23,-8,-5,-13
COc1ccc(-n2ncc3c2CC(C)(C)CC3NC(=O)C2CCN(C(C)=O)CC2)cc1 (configuration not stated),0.1,-0.5,2,-4,-7,-11,-6,-7,13
Cc1nnc(SCC(=O)N2CC(=O)Nc3ccccc32)s1,-0.5,1.7,8,-7,-3,-11,10,1,15

# A stretch taken from the entries so far:
SMILES,V1aR counter,M1 ag parental,TAAR1 ag,CHRM1 agonist,OXTR potentiate,CHO-K1 Ca antag,TAAR1 antag,CHO parental Ca,CHO-K1 Ca PAM
CN(Cc1c(F)cccc1Cl)C(=O)c1cc2ccccc2o1,-1.9,-0.2,13,-5,-2,-10,9,-8,4
C/C(=N\S(=O)(=O)c1ccc(C)cc1)Nc1cc(C(C)C)c(O)cc1C,0.9,1.0,9,-2,-6,8,3,5,7
Cc1ccc(SC(C)c2nc(-c3ccccc3)no2)cc1 (configuration not stated),0.8,0.9,1,-2,-14,-16,3,-7,22
CN(C)CCCNc1nc2cc(-c3ccccc3)sc2c(=O)n1C,.,0.0,0,-4,.,-5,-11,.,2
[O-][n+]1ccccc1/C=C/c1ccccc1,1.3,-0.3,1,-3,-12,-2,-2,-6,-10
COc1ccc(Oc2cccc(Cl)c2CNC(=O)CSCC(=O)O)cc1,1.1,2.1,1,-4,-11,-10,-20,-9,8
Cc1cccc(C)c1NC(=O)C1(NC(=O)c2cnccn2)CCCCC1,0.2,0.4,0,-2,-6,2,-12,-2,7
Cc1ccc(C(c2ccc(C)o2)c2cccc([N+](=O)[O-])c2O)o1,-1.3,-0.4,7,-4,-2,14,-2,-17,-3
Cc1ccc2[nH]c3c(=O)n(CCCN4CCOCC4)cnc3c2c1,0.0,0.8,2,-3,-12,-17,-10,0,21
Cn1c(=O)cc(SCC(=O)NCCC2=CCCCC2)c2ccc(Cl)cc21,0.2,0.4,1,-3,-3,-5,-24,-2,16
COc1ccccc1CN(C)C(=O)CN1C(=O)c2ccccc2C1=O,0.3,0.2,6,-3,-8,-7,7,-8,3

# Remaining list, next part:
SMILES,V1aR counter,M1 ag parental,TAAR1 ag,CHRM1 agonist,OXTR potentiate,CHO-K1 Ca antag,TAAR1 antag,CHO parental Ca,CHO-K1 Ca PAM
COc1cccc(C(=O)Nc2nnc(-c3ccccc3)s2)c1OC,1.7,2.7,4,-5,-8,1,32,9,18
N/C(Cc1ccc([N+](=O)[O-])cc1)=N\OC(=O)COc1cccc2ccccc12,0.6,2.9,.,-5,-7,-12,.,0,23
COc1ccc(Cc2nnc(NC(=O)C3CCCO3)s2)cc1 (configuration not stated),6.7,-0.1,5,0,3,-5,-7,-9,6
O=C(CSc1n[nH]c(-c2ccncc2)n1)c1ccccc1,3.5,3.9,8,0,-4,-19,-7,1,13
CC1CCN(c2ccc3c(c2)S(=O)(=O)c2cccc(C(=O)NCc4cccc(F)c4)c2C3=O)CC1,38*,4.8,67*,1,-10,-17,91*,-8,5
COc1cc(C(=O)N/N=C(\C)Cc2ccccc2)cc(OC)c1OC,0.3,0.9,2,-7,-1,-3,1,-9,15
Cc1ccc(C)c(SCC(=O)Nc2cccnc2Cl)c1,-1.5,1.4,-1,-6,-10,-14,11,-9,14
Cc1ccc2c(c1)C(c1ccccc1)N(C(=O)c1c(F)cccc1Cl)CC(=O)N2 (configuration not stated),-0.2,3.5,3,2,2,-14,1,-19,18
CCOC(=O)CC(NS(=O)(=O)c1ccc(NC(C)=O)cc1)c1ccc(OCC)cc1 (configuration not stated),5.2,1.2,3,7,-4,-6,3,-8,17
O=C(CCN1CCOCC1)Nc1ccccc1,0.8,0.1,17,-4,-11,-6,-3,-4,11
CC1CC(C)CN(S(=O)(=O)c2ccc3c(c2)CCN3C(=O)C2CC2)C1 (configuration not stated),0.9,2.3,-1,-1,0,-4,-22,-16,22
